# From PubChem BioAssay
# Myeloid diff MLP = induction of myeloid progenitor differentiation, primary screen, cell-based, flow cytometry, MLPCN library. calls only at 10 µM. AID 624256, 2012. 360,000 compounds, 1% hits. ER-HoxA9 myeloid progenitors, lysozyme-GFP differentiation;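 active = normalized GFP-positive differentiation at or above the plate's own cutoff, the solvent-only control mean plus 3 SD; inconclusive = no clear call, values can overlap the other calls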;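 note: cells exposed to compound for four days before flow analysis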
# KOR beta-arrestin-1 = KOR agonists, beta-arrestin recruitment, primary screen, cell-based, luminescence, uHTS (AID 1777); Kappa-type opioid receptor (Homo sapiens); KOR beta-arrestin recruitment, luminescence; higher % means a stronger effect; activation, % at 10 µM; hits with a dose series show EC50 in µM; 280,000 compounds, 0.02% hits; in the data active = activation above about 50%, passing the limit was not always enough; note: a part of the inactive calls stands beside numbers as strong as those of hits
# HIV peptide binding = inhibitors of HIV fusion peptide binding, primary screen, biochemical, uHTS, fluorescence dequenching (AID 1986); cell-free peptide binding, fluorescence dequenching, 30 min; higher % means a stronger effect; 290,000 compounds, 0.3% hits; one-dose inhibition, % at 20 µM; IC50 in µM for titrated hits; in the data active = inhibition mostly above about 52%, no sharp cut-off; inactive = mostly below about 76%; note: some results filed as inactive read as strong as hits
# NOD2 inhibition = NOD2 signaling inhibitors, cell-based, luminescence, uHTS, HEK293 (AID 1566) | 290,000 compounds, 0.63% hits | inhibition, % at 4 µM; hits with a dose series show EC50 in µM | HEK293 NOD2/NF-kB luciferase reporter, luminescence; higher % means a stronger effect; note: many of its hits are not listed in these tables
# Salmonella PhoP GFP = inhibitors of PhoP regulon expression, primary screen, Salmonella Typhimurium, GFP reporter (AID 1863); S. Typhimurium PhoP-regulated promoter GFP reporter, 4 h; higher % means a stronger effect; inhibition, % at 50 µM, or IC50 in µM where a hit was titrated; 300,000 compounds, 0.16% hits;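 active = inhibition over 29.93%, a cutoff 3 SD above the screen mean, later confirmed by dose response; inconclusive = inhibition over 29.93% but no dose response follow-up; inactive = inhibition at most 29.93% or unconfirmed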;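 note: 0% = low Mg2+ inducing control and 100% = high Mg2+ repressing control; strong numbers were not always called active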
# SIAH1 antagonists = Siah-1 peptide-binding antagonists, primary screen, biochemical, fluorescence polarization, rhodamine-plectin, uHTS (AID 1817) | displacement, % at 20 µM; hits with a dose series show IC50 in µM | 290,000 compounds, 0.02% hits | Siah-1 / rhodamine-plectin peptide fluorescence polarization; higher % means a stronger effect | E3 ubiquitin-protein ligase SIAH1 (Homo sapiens);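 active = displacement of at least 50% at 20 µM, with a fluorescence ratio check between 0.3 and a set limit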;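 note: plate controls were Siah plus tracer with DMSO for no effect and tracer alone without Siah for full effect; strong numbers were not always called active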
# NOD1 inhibition = NOD1 signaling inhibitors, primary screen, cell-based, luminescence, uHTS (AID 1578); 290,000 compounds, 1% hits; inhibition, % at 4 µM; hits with a dose series show EC50 in µM; NOD1-driven NF-kB luciferase reporter cells, luminescence; higher % means a stronger effect; in the data active = inhibition mostly above about 36%, no sharp cut-off; inactive = mostly below about 34%;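 note: HEK-293T reporter cells stimulated with the NOD1 agonist gamma-tri-DAP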
# KOR beta-arrestin-2 = KOR antagonists, beta-arrestin recruitment, cell-based, luminescence, uHTS (AID 1778); 290,000 compounds, 0.091% hits; Kappa-type opioid receptor (Homo sapiens); one-dose inhibition, % at 10 µM; IC50 in µM for titrated hits; KOR beta-arrestin recruitment, luminescence, antagonist mode; higher % means a stronger effect; note: strong numbers were not always called active
# LYP inhibition = inhibitors of LYP phosphatase, biochemical, fluorescence intensity, uHTS (AID 1779); recombinant LYP phosphatase, fluorescence intensity; higher % means a stronger effect; inhibition, % at 11.5 µM, or IC50 in µM where a hit was titrated; 290,000 compounds, 0.054% hits;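 note: plate controls were vehicle with enzyme for no effect and no enzyme for full effect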
# Myeloid diff MLP GFP+ MAC1+ % = further read-out of Myeloid diff MLP, marked with its call; GFP+ MAC1+ double positive, %; measured here: differentiation confirmed by MAC1 staining
# Active calls of the source: *; i = inactive; ? = inconclusive; . = not tested or not shown; + = active, no number; [ ] = remark or other dose. Cut-off read from the data, not from the text of the source, unless noted: active = inhibition above about 50%; inactive = the rest. The list is partial; count on the stated rates, not on these rows.
mol	KOR beta-arrestin-1	NOD1 inhibition	Myeloid diff MLP GFP+ MAC1+ %	NOD2 inhibition	HIV peptide binding	LYP inhibition	Salmonella PhoP GFP	KOR beta-arrestin-2	Myeloid diff MLP	SIAH1 antagonists
CCn1c(C)c(Br)c(=O)c(C(=O)OC)c1-c1ccc(Cl)cc1	-2.3%	-12.3%	0.4	6.3%	0.3%	-5.4%	14.6%	19.0%	i	10.3%
CN(c1ccccc1)S(=O)(=O)c1ccc(C(=O)Nc2nnc(-c3ccco3)o2)cc1	-2.2%	9.4%	1.2	38.0%	29.3%	5.4%	-4.0%	14.4%	i	6.9%
COc1ccc(/C=N/NC(=O)c2ccc(CSc3nncn3C)cc2)cc1OC	-6.6%	-19.1%	0.2	16.2%	-0.4%	8.1%	-0.6%	-11.0%	i	9.6%
CC1=NN(c2ccccc2)C(=O)/C1=C/c1c(O)n(-c2ccc(F)c(Cl)c2)[nH]c1=O	8.0%	-48.0%	.	-203.2%	12.1µM*	4.4%	-13.1%	-35.8%	.	8.4%
COc1ccc(NC(=O)CCN2C(=O)C3C4CCC(C4)C3C2=O)cc1 (stereo not given)	0.1%	27.8%	0.6	11.9%	-0.2%	-4.3%	27.0%	.	i	-5.0%
COc1ccc(-c2nc(C)c(C(C)=O)n2O)cc1[N+](=O)[O-]	-2.9%	-45.7%	0.6	-5.6%	-3.1%	2.0%	2.6%	22.2%	i	-3.5%
COc1ccc(C(=O)NCc2nnc(SCC(=O)Nc3cccc(C(F)(F)F)c3)o2)cc1OC	2.0%	7.2%	0.8	-3.2%	-2.2%	-6.3%	-9.1%	-12.6%	i	-2.5%
CC(C)n1c(N2CCCC2)nc2c1c(=O)[nH]c(=O)n2C	-0.4%	-15.1%	0.7	-17.8%	1.4%	-1.3%	-0.1%	-28.2%	i	1.4%

# Two of the compounds above, with two lines to a compound:
# Fields – KOR beta-arrestin-1, NOD1 inhibition, Myeloid diff MLP GFP+ MAC1+ %, NOD2 inhibition, HIV peptide binding, LYP inhibition, Salmonella PhoP GFP, KOR beta-arrestin-2, Myeloid diff MLP, SIAH1 antagonists
> CCn1c(C)c(Br)c(=O)c(C(=O)OC)c1-c1ccc(Cl)cc1
    -2.3%, -12.3%, 0.4, 6.3%, 0.3%, -5.4%, 14.6%, 19.0%, i, 10.3%
> CC1=NN(c2ccccc2)C(=O)/C1=C/c1c(O)n(-c2ccc(F)c(Cl)c2)[nH]c1=O
    8.0%, -48.0%, ., -203.2%, 12.1µM*, 4.4%, -13.1%, -35.8%, ., 8.4%

# Other compounds
mol	KOR beta-arrestin-1	NOD1 inhibition	Myeloid diff MLP GFP+ MAC1+ %	NOD2 inhibition	HIV peptide binding	LYP inhibition	Salmonella PhoP GFP	KOR beta-arrestin-2	Myeloid diff MLP	SIAH1 antagonists
COCCn1c(COc2ccc(C)cc2)nc2ccccc21	1.4%	19.2%	0.6	-35.0%	-0.9%	-6.1%	-5.4%	-41.3%	i	-2.6%
CCC(C)(C)n1nnnc1C(c1ccccn1)N1CCN(c2cccc(OC)c2)CC1 (stereo not given)	1.9%	6.3%	0.9	6.4%	0.3%	-6.6%	2.0%	-26.5%	i	1.4%
COc1ccc(S(=O)(=O)Nc2ccccc2C(=O)N2CCOCC2)cc1F	2.6%	0.3%	1.0	15.2%	0.0%	-10.8%	-0.9%	7.2%	i	2.9%
Cn1cccc1/C=C1\CCc2ccccc2C1=O	-7.8%	-48.4%	0.5	-154.9%	1.0%	-0.7%	1.8%	18.9%	i	7.0%
CC1(C)CC(NC(=O)c2ccccc2Cl)CC(C)(C)N1	5.3%	3.1%	0.1	14.0%	-0.6%	-10.1%	2.6%	-4.5%	i	-3.0%
COc1ccc(C2c3c(-c4ccccc4O)n[nH]c3C(=O)N2CCc2ccc(OC)c(OC)c2)cc1 (stereo not given)	3.8%	33.2%	0.5	5.6%	-0.2%	10.9%	18.4%	-21.6%	i	-1.6%
COc1ccc(N2CCN(C(=O)CN(c3ccc(Br)cc3)S(C)(=O)=O)CC2)cc1	-1.8%	-16.2%	1.9	0.5%	-0.3%	-5.1%	-0.3%	23.7%	i	3.6%
CS(=O)(=O)N(CC(=O)N1CCN(Cc2ccccc2)CC1)C1CCCCC1	-2.5%	-24.3%	0.7	-23.7%	-0.2%	-7.3%	-8.6%	18.7%	i	3.7%
O=C(Cc1ccc(Cl)cc1)Nc1ccccc1Sc1ccccc1	0.0%	-16.9%	1.3	0.7%	2.9%	0.1%	-4.0%	-5.7%	i	6.0%
Cc1c(N2C(=O)C3C4C=CC(C4)C3C2=O)c(=O)n(-c2ccccc2)n1C (stereo not given)	1.9%	12.1%	0.4	-19.3%	-0.4%	-7.0%	-8.1%	-46.7%	i	-2.0%
CCNc1nc(NCC)nc(N(C#N)CCOc2ccccc2)n1	.	9.9%	0.1	19.9%	-1.3%	-4.4%	-2.7%	-40.8%[20 µM]	i	-1.5%
O=C(O)c1cc(S(=O)(=O)N2CCCCCC2)c(Cl)cc1Cl	-4.2%	-6.7%	5.1	7.1%	-3.2%	-2.0%	9.3%	6.0%	i	-1.4%
CCOC(=O)C1CCN(Cc2cnc(Oc3ccc(N)cc3)s2)CC1	-2.3%	3.1%	1.3	-34.4%	-4.3%	-1.7%	10.2%	-39.6%	i	-4.6%
O=C(CN1C(=O)NC2(CCCC2)C1=O)Nc1ccc(F)c(Cl)c1	0.9%	-28.3%	5.2	-5.4%	-0.5%	-2.5%	4.1%	10.9%	i	4.2%
CN(CC(=O)Nc1ccccc1Cl)C(=O)COC(=O)CN1C(=O)NC2(CCCC2)C1=O	0.6%	-14.8%	3.9	22.4%	-1.1%	-4.0%	-1.7%	10.1%	i	-1.1%
NC(=O)c1oc2ccc(Cl)cc2c1NC(=O)CN1CCOCC1	-1.3%	-23.4%	1.5	9.3%	-1.6%	-4.2%	-5.0%	3.4%	i	0.8%
COc1cccc(/C=C2\SC(=S)N(NS(=O)(=O)c3ccc(C)cc3)C2=O)c1OC	3.6%	5.7%	0.2	1.7%	40.4%	-6.5%	.	-29.3%	i	8.8%
O=C(Nc1nccs1)c1ccc(-c2ccc(Cl)cc2)o1	-2.0%	-60.4%	0.0	-213.1%	0.2%	2.0%	-2.2%	-17.3%[20 µM]	i	-0.5%
CS(=O)(=O)c1[nH]nc(-c2ccccc2Cl)c1C#N	-0.7%	-4.7%	0.7	-5.3%	4.4%	2.0%	-6.5%	9.7%	i	3.7%
Cc1c(C(=O)Nc2cccc([N+](=O)[O-])c2)sc2ncn(CC(=O)N3CCOCC3)c(=O)c12	2.8%	-13.3%	2.1	-12.2%	-1.7%	-4.7%	-7.9%	-38.9%	i	-0.4%
COc1cc(C(=O)N2CCN(C(=O)c3cc(-c4ccccc4)n[nH]3)CC2)cc(OC)c1OC	-7.4%	-9.9%	5.8	26.9%	-0.3%	-13.7%	5.3%	13.7%	i	1.7%
CCCN1CCC(N(CCc2ccccc2)Cc2ccccc2)CC1	12.2%	-6.2%	0.2	-58.5%	1.4%	-5.1%	3.4%	-28.0%[20 µM]	i	3.7%
COc1ccc(CN2C(=NC(=O)C3CC3)SC3CS(=O)(=O)CC32)cc1OC (stereo not given)	-5.5%	-27.1%	14.0*	2.4%	0.2%	-5.6%	8.4%	1.5%	+	1.0%
Cc1cc(=O)oc2cc(NC(=O)c3ccccc3Cl)ccc12	2.3%	-71.7%	0.5	-36.4%	-0.5%	-8.1%	-6.7%	-26.0%	i	-1.2%
COCC(=O)N1CCCC(C(=O)c2ccc(Oc3ccccc3)cc2)C1 (stereo not given)	.	-16.8%	0.2	-4.3%	7.4%	-5.8%	-0.2%	15.7%[20 µM]	i	5.1%
Cc1ccc(C)c(NC(=O)c2ccccc2C(=O)c2ccccc2)c1	4.5%	12.6%	0.4	-11.1%	1.0%	2.2%	0.0%	-22.5%	i	-5.1%
CC(=O)c1ccc(NC(=O)Nc2ccc3c(c2)N(C)C(=O)CS3)cc1	3.4%	36.1%	1.0	40.2%	-1.7%	1.6%	-7.1%	3.3%	i	-5.3%
COc1ccc(C)cc1S(=O)(=O)NC(C)C(=O)NC1CC1 (stereo not given)	9.5%	9.6%	0.4	13.1%	-0.9%	-2.9%	-4.2%	-11.8%	i	-4.5%
COC(=O)CN1C(=O)COc2ccc(S(=O)(=O)N3CCCCCC3)cc21	-2.0%	-12.3%	.	24.1%	3.0%	-8.2%	-7.3%	-30.4%	?	1.7%
Cc1ccc(CN2CC(C(=O)Nc3ccc(S(=O)(=O)Nc4cc(C)nc(C)n4)cc3)CC2=O)cc1 (stereo not given)	3.1%	-23.7%	0.5	-3.5%	54.9%	0.9%	-2.9%	-13.4%	i	-4.5%
CC(=O)c1c(C)nc(C)nc1NC(=O)Cc1ccccc1	-5.4%	-16.1%	1.2	7.4%	0.7%	-10.1%	-15.7%	14.1%	i	-1.5%
Cc1ccc(C2CC(=O)N(c3ccc(F)cc3)C3=C2C(=O)CCC3)cc1 (stereo not given)	6.0%	-12.6%	1.1	-0.7%	0.3%	-7.7%	-4.2%	-45.2%	i	2.2%
COc1ccccc1NC(=O)c1ccccc1Oc1ccccc1	-3.1%	-28.2%	0.4	-0.7%	0.8%	-9.8%	5.3%	-26.4%[20 µM]	i	3.1%
Cc1ccc(N(C(C)C(=O)Nc2ccc(S(=O)(=O)N3CCOCC3)cc2)S(C)(=O)=O)cc1C (stereo not given)	2.2%	1.8%	0.6	13.5%	0.1%	-3.5%	-0.3%	10.8%	i	-3.4%
CC1CCN(CCCNC(=O)C2CCN(S(=O)(=O)N3CCC4(CC3)OCCO4)CC2)CC1	-3.5%	-1.4%	3.2	8.6%	-0.1%	-5.6%	0.5%	-33.7%	i	0.8%
CCC(CC)NC(=O)Cn1c(C(C)NC(C)=O)nc2ccccc21 (stereo not given)	.	-6.2%	1.0	8.1%	-0.6%	-1.6%	-7.5%	.	i	-0.3%
N#Cc1cc2sc3nnc(-c4ccncc4)n3c2cc1C#N	-1.5%	3.4%	.	2.8%	0.2%	-7.1%	-2.0%	17.7%	?	6.3%
O=C(O)c1ccccc1Sc1ncnc2sc3c(c12)CCC3	-5.7%	-27.2%	0.4	-8.9%	-0.8%	-2.7%	2.9%	-3.7%	i	-2.0%
CC(=O)c1cccc(CN2CCC(CO)(Cc3ccccc3)CC2)c1	-3.1%	-22.7%	0.8	0.9%	-0.8%	-4.1%	-1.8%	-30.2%	i	6.3%
COc1ccc2c(-c3ccccc3)cc(=O)[nH]c2c1	-2.4%	-14.4%	9.0	3.0%	0.5%	-2.5%	1.9%	18.0%	i	-1.6%
Cc1ccc(C(=O)NCCc2nnc3ccc(SCC(=O)N4CCCC4)nn23)cc1	2.9%	-15.3%	1.0	2.6%	0.3%	-5.8%	-0.8%	-18.8%	i	-4.1%
